# Source: PubChem
# STAT1 activator = increases IFN-gamma driven STAT1 reporter signal | hit rate 2.6% among 200,000 | AID 932 | NIH 3T3 STAT1-luciferase reporter, luminescence; 100% = IFN-gamma alone, no compound | activation (% of control), % at 5.5 µM;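 active means activation above the screen-wide mean activation plus 3 SD, cut at about 130% in these data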;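 further: raw ratio to IFN-gamma control signal so 100% means no change and 0% no light; values of inactives mirror those of a sister screen read the other way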
# APP 5'UTR act = activates APP 5'UTR luciferase reporter | SH-SY5Y APP 5'UTR luciferase reporter, luminescence; zero percent = DMSO vehicle wells | activation, % at 2 µM | hit rate 1% among 190,000 | AID 1276;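 active means activation above a set limit, based on mean plus 3 SD of controls, cut at about 140% in these data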; further: values of inactives mirror those of a sister screen read the other way
# NF-kB expr up = NF-kB expression increase, human neuronal cells; fold change at 12.5 µM; NF-kB reporter expression; stronger effect = higher value; hit rate 1.6% among 190,000; AID 1239; in the data active means fold change above about 3.3
# STAT3 activator = increases IL-6 driven STAT3 reporter signal. AID 871. hit rate 0.91% among 190,000. U3A cells, IL-6 STAT3-luciferase reporter, luminescence; 100% = signal with IL-6 EC80 alone. activation (% of control), % at 5.6 µM;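 active means activation above the screen-wide mean of compound activation plus 3 SD, cut at about 130% in these data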;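 further: 0% = background luminescence of wells with medium and substrate only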
#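 Material: STAT3-luciferase reporter U3A cells; Probe or stimulus: IL-6 (33 ng/mL); Incubation: compound pre-incubation 1 h before IL-6, then 6 h stimulation at 37 °C; Technique: luminescence from STAT3-driven luciferase reporter; Evaluation: % activation versus median of IL-6-stimulated wells; Controls: IL-6-only high control.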
# FLuc inhib CS = inhibits firefly luciferase, flagging false hits in luciferase inhibition screens; P08659; ATPLite firefly luciferase biochemical luminescence, 10 min; inhibition, % at 10 µM; hit rate 1.5% among 200,000; AID 1006;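 active means inhibition above about 50% when tested at 10 µM, limit read from the data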
# Target sequence (P08659 whole entry, looked up): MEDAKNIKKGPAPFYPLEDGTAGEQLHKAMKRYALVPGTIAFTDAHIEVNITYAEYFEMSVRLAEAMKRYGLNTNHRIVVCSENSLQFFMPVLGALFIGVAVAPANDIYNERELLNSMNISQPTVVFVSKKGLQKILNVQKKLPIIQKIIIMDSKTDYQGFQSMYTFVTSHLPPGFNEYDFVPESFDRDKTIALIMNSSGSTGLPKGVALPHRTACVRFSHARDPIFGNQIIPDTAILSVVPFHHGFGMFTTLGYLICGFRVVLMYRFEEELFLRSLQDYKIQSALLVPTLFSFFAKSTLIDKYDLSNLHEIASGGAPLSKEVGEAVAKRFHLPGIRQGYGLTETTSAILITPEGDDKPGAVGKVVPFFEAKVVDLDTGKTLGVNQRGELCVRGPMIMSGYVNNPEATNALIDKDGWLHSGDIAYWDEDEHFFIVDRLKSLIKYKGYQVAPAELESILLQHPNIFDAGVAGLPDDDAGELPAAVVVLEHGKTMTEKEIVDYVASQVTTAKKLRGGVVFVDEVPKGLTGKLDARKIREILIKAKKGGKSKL
# APP 5UTR inh = APP translation inhibition; SH-SY5Y APP 5'UTR-luciferase reporter, luminescence; inhibition, % at 2 µM; hit rate 0.82% among 190,000; AID 1285;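 active means inhibition above a set limit, derived from the sample mean plus 3 SD, cut at about 45% in these data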; further: values of inactives mirror those of a sister screen read the other way
# FLuc act counter = affects firefly luciferase, flagging false hits in luciferase stimulation screens; 200,000 tested, under 10 active; activation factor at 10 µM; ATPlite luciferase biochemical, luminescence, 10 min; 0 = ATP-free wells, 1 = DMSO control; P08659; AID 1027;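 active means luciferase activation factor, scaled between plate controls, of at least 2 with compound at 10 µM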
#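 Assay system: Luciferase/luciferin detection reagent, cell-free biochemical luciferase assay / Read-out: luciferase activation / Benchmarks: No-ATP low control, compound-free enzyme-plus-ATP high control / Medium: PBS buffer for ATP / Detection: luminescence measurement of luciferase light output / Schedule: 10 min at ambient temperature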
# STAT3 inh = reduces IL-6 driven STAT3 reporter signal | U3A cells, IL-6 STAT3-luciferase reporter, luminescence; host cell line lacks STAT1 | inhibition, % at 5.5 µM | hit rate 0.89% among 190,000 | AID 862;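 active means inhibition above the mean inhibition across all screened compounds plus 3 SD, cut at about 44% in these data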;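 further: 0% = DMSO only wells and 100% = 100 µM nifuroxazide control wells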
# ROMK mod = human ROMK K+ channel modulation, primary screen. Tet-inducible ROMK, thallium flux fluorescence; actives lie on both sides. hit rate 2% among 130,000. B-score at 10 µM;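 active means signal ratio slope over the read window, or its plate-corrected B-score, at least 3 SD from the plate mean, either direction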;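 further: B-score of the F/F0 ratio slope over 7 to 12 s after thallium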
# Target sequence (P48048 whole entry, looked up): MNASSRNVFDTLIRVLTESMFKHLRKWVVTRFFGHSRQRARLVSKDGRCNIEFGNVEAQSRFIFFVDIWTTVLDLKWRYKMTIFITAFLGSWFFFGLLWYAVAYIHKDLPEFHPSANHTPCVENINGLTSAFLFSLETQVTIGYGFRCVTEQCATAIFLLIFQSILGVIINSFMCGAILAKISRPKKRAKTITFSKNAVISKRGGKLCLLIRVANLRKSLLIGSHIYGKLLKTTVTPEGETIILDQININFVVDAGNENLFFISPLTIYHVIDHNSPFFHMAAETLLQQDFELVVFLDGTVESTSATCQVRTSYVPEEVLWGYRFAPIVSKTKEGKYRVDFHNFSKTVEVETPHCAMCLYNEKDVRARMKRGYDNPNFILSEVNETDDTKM
# STAT1 blocker = STAT1 signaling inhibition; NIH 3T3 STAT1-luciferase reporter, IFN-gamma, luminescence; inhibition, % at 5.5 µM; hit rate 0.35% among 200,000; AID 920;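 active means inhibition above a set limit, the mean inhibition across all tested compounds plus 3 SD, cut at about 34% in these data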;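 further: 0% = IFN-gamma with DMSO and 100% = IFN-gamma with 300 µM nifuroxazide; values of inactives mirror those of a sister screen read the other way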
# The depositor's hits bear a star; . = no result given.
SMILES,STAT1 activator,APP 5'UTR act,NF-kB expr up,STAT3 activator,FLuc inhib CS,APP 5UTR inh,FLuc act counter,STAT3 inh,ROMK mod,STAT1 blocker
Cc1ccc(-c2nc(=S)c3c(n2CC2CCCO2)CC(C)(C)OC3)cc1 (stereo unspecified),98,-5,1.2,101,-2,5,1,0,.,2
O=C(NC(Cc1ccccc1)C(=O)O)/C(=C/c1ccc(Cl)cc1)NC(=O)c1ccccc1 (stereo unspecified),97,1,1.1,107,-5,-1,1.1,-7,0.069,2
COc1ccc(CC(NC(C)=O)C(=O)NC2CCN(S(=O)(=O)c3cccc4ccccc34)CC2)cc1OC (stereo unspecified),105,6,0.93,103,-11,-6,1.1,0,0.24,-5
CCCSC1=C(C#N)C(c2cccnc2)C(C(=O)OCC)=C(c2ccccc2)N1 (stereo unspecified),94,-14,1,104,-6,14,1.1,-5,.,6
CC(C)(C)C1CCC(OC(=O)c2ccncc2)CC1 (stereo unspecified),104,7,1.5,101,-8,-7,1.1,4,.,-4
Cn1c(=O)c2cc(S(=O)(=O)Nc3ccc4c(c3)OCO4)ccc2n(C)c1=O,96,-19,0.74,89,-9,19,1.1,18,.,5
N#Cc1c(-c2ccc(Cl)cc2)c2c([nH]c1=S)CCCC2,98,16,1.2,105,-4,-16,1,4,-0.34,0
CCCC(c1nnnn1Cc1ccc2c(c1)OCO2)N1CCC(C(N)=O)CC1 (stereo unspecified),103,-5,1,100,-6,5,1.1,5,0.77,-5
CCc1nnc(NC(=O)CCN(c2cc(C)cc(C)c2)S(=O)(=O)c2ccc(Cl)cc2)s1,102,-1,0.94,87,-6,1,1.1,19,.,-2
COc1ccc(C(=O)Nc2ccc3nc(N4CCCCC4)cc(C)c3c2)cc1OC,96,15,0.33,97,-5,-15,1.1,4,-0.43,5
Cc1ccc(NC(=O)CCN2C(=O)CSC2=O)c(C)c1,106,4,1.1,107,-4,-4,1,-5,-0.36,-3
CCN(CC)c1ccc(C=Nc2ccc(N(C)C)cc2)c(O)c1,130*,79,1.2,94,1,-79,1,15,-2.7*,-33
O=C(COC(=O)c1cccc(NS(=O)(=O)c2ccc(F)c(F)c2)c1)NC(=O)NC1CCCCC1,92,-4,0.93,108,-4,4,1,-12,0.87,9
COC(=O)c1sc(S(=O)(=O)NCc2cccs2)c(C(=O)OC)c1C,92,-7,1.4,97,-2,7,1,5,-0.055,9
O=C(O)CSc1nnc(Cn2cnc3ccccc32)n1CCc1ccccc1,104,-3,1.3,104,8,3,0.9,-1,.,-4
CCOC(=O)CCC(=O)N1CCOCCOCCN(C(=O)CCC(=O)OCC)CCOCC1,104,-3,1.2,101,-7,3,1.1,0,0.42,-4
Cc1c(Cl)cccc1NC(=S)NCc1ccc2c(c1)OCO2,99,5,1.1,99,-2,-5,1,1,.,1
CC1(C)Cc2c(ccc3ccccc23)C(NNC(=O)c2cccnc2)=N1,103,-7,0.97,97,-10,7,1.1,7,.,-3
Nc1c(NC(=O)CC[n+]2ccccc2)cccc1[N+](=O)[O-],101,18,0.44,106,0,-18,1,-9,.,-1
Cc1cccc(OCC(=O)NNC(=O)CCc2ccccc2)c1,101,2,1.1,102,-5,-2,1.1,0,-0.056,-3
CCOC1(OCC)N=C(N)C2(C#N)C(c3cccc(OC)c3OC)C12C#N (stereo unspecified),92,0,1.1,96,-6,0,1.1,15,.,9
Cn1nnnc1SCC(=O)Nc1ccccc1[N+](=O)[O-],106,1,1.5,106,-5,-1,1.1,3,.,-6
COc1cc(-c2nc3cccc(C)n3c2NCC2CCCO2)ccc1O (stereo unspecified),113,21,1.5,94,3,-21,1,9,-1.3,-16
CC1(C)COC2(OC1)C(=O)Nc1ccccc12,103,24,1.1,112,-2,-24,1,-6,-0.42,-6
COc1ccc(CNC(=O)COC(=O)c2c[nH]c(=O)[nH]c2=O)cc1OC,101,3,1.1,108,-5,-3,1,1,.,-1
CC(C)(C)C(=O)COC(=O)C1CC(=O)N(c2ccccc2)C1 (stereo unspecified),104,1,1.1,99,-6,-1,1.1,7,0.73,-5
CCOCCn1c(CN2CCN(c3cccc(Cl)c3)CC2)nc2c1c(=O)n(C)c(=O)n2C,91,-4,0.63,100,-7,4,1.1,4,.,10
COc1ccc(-c2cn3c(C)c(C(=O)Nc4cccc(C)n4)sc3n2)cc1,102,37,0.83,114,3,-38,1,-16,.,-2
CN(C)S(=O)(=O)c1ccc(Cl)c(NC(=O)COC(=O)CN2C(=O)NC(C)(C)C2=O)c1,99,-9,1.4,101,-2,9,1,-4,-0.2,1
O=C(N/N=C/C1CCCCC1)c1cc(Cl)ccc1O,97,-2,1.1,116,50*,2,0.5,-8,.,3
CN(C)CCOc1cc(Cl)cc(Cl)c1,96,15,4.2*,96,-2,-15,1,9,.,3
CC1=CCC(C(=O)O)C(C(=O)O)C1 (stereo unspecified),95,-9,1.3,104,1,9,1,-2,0.21,5
Cc1cc(C)nc(/N=C(\N)N2CCc3ccccc32)n1,114,6,1.3,104,10,-6,0.9,-2,0.98,-17
COc1cc(C2NC(=O)NC(C)=C2C(=O)NCc2ccccc2)c(Cl)cc1O (stereo unspecified),99,4,1,99,0,-4,1,2,0.61,1
COc1ccc(CCNC(=O)CCn2cccc2)cc1OC,100,4,0.9,97,-6,-4,1.1,7,0.045,0
COc1ccccc1N(CN1CCCC1=O)C(=O)c1c(F)cccc1Cl,101,12,1.3,96,-2,-12,1,10,.,-1
O=C(c1cc(C2CC2)nc2ccc(Br)cc12)N1N=C(C(F)F)CC1(O)C(F)F (stereo unspecified),101,-8,0.89,113,-3,8,1,-12,.,-5
COc1ccc(-c2nc(NC(=O)c3ccccc3)sc2-c2ccc([N+](=O)[O-])cc2)cc1,95,-11,0.73,96,-6,11,1.1,11,-0.082,6
O=C(Nc1ccc(Cl)cc1)Nc1nc(-c2ccccc2)cs1,104,-4,1.3,93,-5,4,1.1,19,-0.12,-5
C/C(=N\NC(=O)COc1ccc(C(C)(C)C)cc1)c1ccc(OC(F)F)cc1,100,10,1.1,115,6,-10,0.9,-24,.,0
C(=N/n1c2ccccc2c2ccccc21)/c1ccco1,86,12,0.89,91,-5,-12,1,10,.,15
Cc1[nH]c2ccc(Br)cc2c(=O)c1CN1CCOCC1,95,-5,1.1,130,-7,5,1.1,-24,.,6
O=C(COC(=O)c1ccc[nH]c1=O)NCC1CCCO1 (stereo unspecified),100,0,1.1,98,-6,0,1.1,4,0.98,1
CN(C)S(=O)(=O)c1ccc(Cl)c(-c2nnc3n2CCCCC3)c1,104,-1,0.92,102,-3,1,1,-1,0.28,-4
O=S(=O)(c1cccc(-c2nc3n(n2)Cc2ccccc2-3)c1)N1CCCCC1,103,-6,0.92,87,1,6,1,16,.,-3
Cc1nn(C)cc1CN(C)C(=O)CC12CC3CC(CC(C3)C1)C2,110,12,1.1,107,0,-12,1,-6,.,-12
Cc1ccc(CS(=O)(=O)Cc2ccc(C(=O)NCCCN3CCOCC3)o2)cc1,94,-30,1,99,-11,30,1.1,9,-0.59,7
CC(C)CCOCC(=O)Nc1cccc(C(=O)O)c1,119,79,1.9,98,0,-78,1,7,.,-19
CN(C)c1ccc(P(=O)(Nc2ccccc2)N2CCOCC2)c(NC(=O)c2cccs2)c1 (stereo unspecified),102,14,1,136*,-1,-14,1,-43,0.26,-2
COC(=O)c1nn(-c2ccc(OC)cc2)c(=O)cc1Oc1ccccc1,91,.,1.2,100,-6,.,1.1,6,.,10
O=C(CN(Cc1ccccc1Cl)C(=O)c1ccc(CN2CCOCC2)o1)NCc1ccccc1,102,-10,1.2,110,-4,10,1,-2,-0.23,-2
CCOC(=O)/C=C1\SCC(=O)N1CC(=O)c1ccc[nH]1,106,6,1.1,103,-6,-6,1.1,1,0.049,-6
FC(F)(F)c1cc(-c2ccco2)nc(-n2cnc3ccccc32)n1,87,3,1.1,114,-10,-3,1.1,-14,.,14
CC(=O)c1nn(-c2ccc(Br)cc2)cc1C(=O)c1ccccc1,100,-11,1.2,100,-6,11,1.1,3,.,0
CSc1ccccc1C(=O)NCc1ccccc1,103,9,1.1,108,-3,-9,1,-4,-0.9,-5
CCC(C)(C)NC(=O)c1ccc2c(c1)OCCO2,101,18,1.4,94,3,-18,1,10,0.57,-1
Cc1ccc(-c2nc3ncccc3o2)cc1NC(=S)NC(=O)c1ccco1,97,13,0.94,85,-1,-12,1,23,0.43,0
CCCc1cc(=O)[nH]c(SCC(=O)Nc2ccc(OC(F)F)cc2)n1,99,-6,0.99,101,-10,6,1.1,6,.,1
O=C(Nc1cc([N+](=O)[O-])ccc1F)C1CC1,101,-6,1.1,92,-4,6,1,12,-0.71,-1
C=CCNC(=S)NC1CC(C)(C)NC(C)(C)C1,104,10,1,102,-11,-10,1.1,0,.,-4

# Another view of 3 compounds above:
> FC(F)(F)c1cc(-c2ccco2)nc(-n2cnc3ccccc32)n1
  STAT1 activator: 87; APP 5'UTR act: 3; NF-kB expr up: 1.1; STAT3 activator: 114; FLuc inhib CS: -10; APP 5UTR inh: -3; FLuc act counter: 1.1; STAT3 inh: -14; ROMK mod: .; STAT1 blocker: 14

> CCC(C)(C)NC(=O)c1ccc2c(c1)OCCO2
  STAT1 activator: 101; APP 5'UTR act: 18; NF-kB expr up: 1.4; STAT3 activator: 94; FLuc inhib CS: 3; APP 5UTR inh: -18; FLuc act counter: 1; STAT3 inh: 10; ROMK mod: 0.57; STAT1 blocker: -1

> O=C(COC(=O)c1ccc[nH]c1=O)NCC1CCCO1 (stereo unspecified)
  STAT1 activator: 100; APP 5'UTR act: 0; NF-kB expr up: 1.1; STAT3 activator: 98; FLuc inhib CS: -6; APP 5UTR inh: 0; FLuc act counter: 1.1; STAT3 inh: 4; ROMK mod: 0.98; STAT1 blocker: 1

# Next section:
SMILES,STAT1 activator,APP 5'UTR act,NF-kB expr up,STAT3 activator,FLuc inhib CS,APP 5UTR inh,FLuc act counter,STAT3 inh,ROMK mod,STAT1 blocker
O=C(/C=C/c1c[nH]c2ccccc12)c1ccccc1,136*,117,9.9*,105,26,-117,0.7,-2,.,-40
N#CCCSCc1ccc2oc(C(=O)O)cc2c1,98,9,1.3,104,6,-8,0.9,0,.,2
O=C1CC(=O)N(CCc2ccc(F)cc2)C(=O)N1,104,7,1.2,105,-7,-6,1.1,-1,.,-5
Cc1ccccc1OCc1nc2ccccc2c(=O)n1/N=C/c1cn[nH]c1-c1ccc(Br)cc1,105,21,0.64,97,3,-21,1,7,.,-6
CN(C1CCS(=O)(=O)C1)S(=O)C12CC3CC(CC(C3)C1)C2 (stereo unspecified),107,2,1.1,107,-6,-2,1.1,-6,.,-8
C/C(=N/OCC(=O)Nc1ccccc1)c1cccs1,100,18,1.2,95,28,-18,0.7,10,-0.38,0
O=C(COC(=O)c1cc(-c2ccco2)nc2ccccc12)NCc1ccc2c(c1)OCO2,98,14,1.1,108,2,-14,1,-3,0.061,2
COc1ccc(C2Cc3ccccc3C(=O)O2)cc1 (stereo unspecified),111,15,1.6,86,-4,-15,1,18,0.89,-12
CCCCC(=O)Nc1cccc(-c2csc(-c3ccccc3)n2)c1,108,13,1.4,103,-1,-13,1,0,-0.7,-9
CCN(c1ccc(C)c(C)c1)S(=O)(=O)c1ccc2c(c1)CCN2C(=O)CCC(=O)O,101,-17,1,101,-4,17,1,6,-1.2,-1
CCc1ccc(NC(=O)N(Cc2cccnc2)Cc2ccco2)cc1,103,20,0.99,93,1,-20,1,16,.,-3
